High-throughput results as filed in PubChem.
Giardia killer – Giardia lamblia killing | Giardia lamblia trophozoite viability | activity change, % at 7.66 µM, hits read low | 340,000 tested, 0.15% active; in the data active = activity change below about -80%; inconclusive = between about -30% and that limit;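 note: parasites exposed to compound for two days anaerobically before the ATP read; % is set by controls: 0 for no effect and ±100 for the full control effect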
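Compounds were tested on trophozoites seeded at 100 cells/well and held 48 hrs at 37 deg C anaerobically. An ATP-based luminescent kit measured the remaining live cells.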
Menin MLL FP TR – displaces Texas Red mutant MLL peptide from human menin. Potency, µM (top dose mostly 61.6 µM), for inactives: at the top dose FP activity change, negative = inhibition, hits mostly inhibitors. 270,000 tested, 0.23% active. Menin + Texas Red MLL mutant peptide, fluorescence polarization; active = well fitted inhibition curve with a large enough effect in the polarisation, with a control signal flat, not every such curve was filed as active; inconclusive = small, poorly fitted or top-dose-only effect, or effect the other way, or a change in a side signal; inactive = no such curve, though single readings can be large or run the other way; the % refers to the polarisation; note: potency is the fitted concentration of half-maximal effect; % of control where 0% means no effect; many of its hits are not listed in these tables
KCNH2 3.1 inh – inhibitors of human KCNH2 3.1 potassium channel isoform. U2OS KCNH2 3.1, thallium flux FluxOr; hits give low values. activity change, % (tested at about 1.8 µM). 340,000 tested, 0.95% active. AID 720553;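 active = maximum activity change below -70%; inconclusive = maximum activity change from -70% to -50%; inactive = maximum activity change above -50%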;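 note: thallium influx rate constant from kinetic fluorescence after stimulation buffer; % is set by controls: 0 for no effect and ±100 for the full control effect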
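Thallium flux via FluxOr fluorescence (Red40 quencher, 45 min loading) in U2OS cells virally expressing the KCNH2 3.1 isoform (1.77 x 10^8 /mL virus, overnight at 37 C). Rate constants from 2-min kinetic reads post-stimulation, normalised to positive and negative controls.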
FBPA coupling cs – inhibits coupling enzyme system, counter-screen for aldolase hits; activity change, negative = inhibition, % at 58.2 µM, hits read low; coupling enzyme system counterscreen, AmpLite Red fluorescence; 290,000 tested, 0.67% active; in the data active = activity change below about -30%; note: % is set by controls: 0 for no effect and ±100 for the full control effect
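Final compound at 57.5 uM, incubated 10 min at RT with coupling enzyme reagent (glyceraldehyde-3-phosphate), then 20 min with substrate and AmpLite Red detection. Fluorescence read at 525/598 nm; tests interference with the coupling assay, not aldolase inhibition.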
hERG WT inh – inhibitors of human wildtype KCNH2 potassium channel; Q12809; U2OS, BacMam KCNH2, thallium flux FluxOr; hits give low values; activity change, % at 1.84 µM; 340,000 tested, 0.37% active; AID 720551;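 active = maximum activity change below -70%; inconclusive = maximum activity change between -70% and -50%; inactive = maximum activity change above -50%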; note: % is set by controls: 0 for no effect and ±100 for the full control effect
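U2OS cells were transduced with wild-type KCNH2 virus (2.03 x 10^8 / mL) for 4 h at room temperature, then cultured overnight at 37 C. Thallium flux was read with FluxOr dye. Rate constants were normalized to DMSO controls.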
USP2a block – inhibitors of human ubiquitin-specific protease USP2a. Potency, µM (titrated, usually from 38.3 µM), for inactives: top-dose activity change, negative = inhibition, usual class: inhibitors. 330,000 tested, 0.01% active. AID 463254. USP2 core, Ub-CHOP2 coupled fluorogenic reporter, 485/531;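 note: potency is the fitted concentration of half-maximal effect; plate controls were DMSO wells for no effect and full inhibition by NEM control for full effect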
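USP2 core (10nM final) preincubated 30min RT with compound in 20mM Tris-HCl pH 8.0, 2mM CaCl2, 2mM beta-mercaptoethanol, 0.05% CHAPS; 25nM Ub-CHOP2 plus 25nM reporter substrate added, fluorescence (Ex485/Em531) read after 60min.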
CXXC DNA block – MLL CXXC-DNA interaction inhibition | 290,000 tested, 0.037% active | MLL-CXXC / FITC-HOXA9 DNA fluorescence polarization | Potency, µM (doses to about 115 µM), without a hit: top-dose activity change, negative = inhibition, usual class: inhibitors | Q03164; active = well fitted inhibition curve with a large enough effect in the polarisation, with a control signal flat, not every such curve was filed as active; inconclusive = small, poorly fitted or top-dose-only effect, or effect the other way, or a change in a side signal; inactive = no such curve, though single readings can be large or run the other way; the % refers to the polarisation; note: potency is the fitted concentration of half-maximal effect
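Fluorescence polarization: 7 uM MLL-CXXC (stock) preincubated 5 min with compounds, then 50 nM fluorescein-HOX-A9 DNA (stock) added; 30 min ambient. Buffer 50 mM Tris-HCl pH 7.5, 50 mM NaCl, 1 mM DTT, 0.05% BSA.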
PKM2 act – activators of human pyruvate kinase M2. P14618. purified PKM2, Kinase-Glo ATP luminescence, activation; response scale: 0% is enzyme alone, no compound. Potency, µM (highest dose often 57.5 µM), for the others: at the highest dose activation, usual class: activators. 260,000 tested, 0.34% active; note: potency is the fitted concentration of half-maximal effect; % is set by controls: 0 for no effect and ±100 for the full control effect; nearly all actives have a fitted effect of over 55% in size
Target sequence (P14618 whole entry, looked up): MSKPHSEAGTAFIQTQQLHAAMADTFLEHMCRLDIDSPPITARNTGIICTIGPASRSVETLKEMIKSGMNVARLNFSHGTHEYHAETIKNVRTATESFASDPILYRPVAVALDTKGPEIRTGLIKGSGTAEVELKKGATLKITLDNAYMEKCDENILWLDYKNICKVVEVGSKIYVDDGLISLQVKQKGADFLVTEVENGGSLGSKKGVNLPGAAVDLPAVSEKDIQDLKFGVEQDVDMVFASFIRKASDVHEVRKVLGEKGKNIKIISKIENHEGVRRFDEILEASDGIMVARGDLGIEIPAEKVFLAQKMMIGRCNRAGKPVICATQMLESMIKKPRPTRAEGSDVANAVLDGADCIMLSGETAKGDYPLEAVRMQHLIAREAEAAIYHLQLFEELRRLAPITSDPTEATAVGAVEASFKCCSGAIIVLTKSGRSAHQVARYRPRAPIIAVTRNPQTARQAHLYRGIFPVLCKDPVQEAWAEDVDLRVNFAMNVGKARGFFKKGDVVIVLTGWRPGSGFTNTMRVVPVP
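Kinase-Glo luminescence reports ATP generated from ADP (0.1 mM) and PEP (0.5 mM) by purified hPK-M2 after 1 h at room temperature, pH 7.2 imidazole buffer; intermediate enzyme activity allows detecting inhibitors and activators.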
GALK inh – blocks human galactokinase activity; P51570; Purified GALK, Kinase-Glo residual ATP luminescence; Potency, µM (highest dose often 57.5 µM), inactives show top-dose activity change, negative = inhibition, actives largely listed as inhibitors; 270,000 tested, 0.007% active; AID 1868; note: potency is the fitted concentration of half-maximal effect; % is set by controls: 0 for no effect and ±100 for the full control effect
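Human GALK (5 nM) with 35 uM ATP and 100 uM galactose in 20 mM HEPES pH 8.0, 5 mM MgCl2, 60 mM NaCl, 1 mM DTT, 0.01% BSA. After 1 h at room temperature, leftover ATP was read by Kinase-Glo Plus luminescence.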
TRPV1 ag – human TRPV1 agonism | TRPV1-expressing cells, Fluo-8 calcium influx, agonist mode | 320,000 tested, 0.19% active | activation, % at 8.33 µM; in the data active = activation above about 80%; inconclusive = between about 30% and that limit; note: 0% is about no effect
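TRPV1-expressing cells were cultured overnight at 35.5C and loaded with Fluo-8 calcium dye for 40 to 90 min at room temperature. After a 10 s baseline, compound was added and calcium influx was read kinetically for 3 min (ex 480/em 520 nm).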
B2AR arrestin – beta2AR (human) beta-arrestin recruitment activity. 330,000 tested, 0.02% active. P07550. AID 492947. Potency, µM (titrated, usually from 46.1 µM), for inactives: at the top dose activation, hits mostly activators. beta-arrestin recruitment to beta2AR, cell-based reporter;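 note: potency is the fitted concentration of half-maximal effect; 0% = DMSO controls and full agonism = EC100 isoproterenol or metaproterenol; nearly all actives have a fitted effect of over 65% in size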
Target sequence (P07550 whole entry, looked up): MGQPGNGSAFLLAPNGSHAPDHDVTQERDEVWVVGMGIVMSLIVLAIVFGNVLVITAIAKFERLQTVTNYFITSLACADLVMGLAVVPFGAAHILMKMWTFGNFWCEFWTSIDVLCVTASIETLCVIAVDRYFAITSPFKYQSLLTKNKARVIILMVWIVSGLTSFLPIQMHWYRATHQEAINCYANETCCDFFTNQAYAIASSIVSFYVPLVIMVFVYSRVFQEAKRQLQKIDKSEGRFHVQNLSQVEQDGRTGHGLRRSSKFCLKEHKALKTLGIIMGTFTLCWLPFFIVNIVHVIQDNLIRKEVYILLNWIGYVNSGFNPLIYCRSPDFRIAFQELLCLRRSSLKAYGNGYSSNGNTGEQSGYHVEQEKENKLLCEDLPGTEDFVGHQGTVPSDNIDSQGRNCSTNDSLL
Starred values were filed as active, the others as inactive; ? = inconclusive; . = not tested or not shown; [ ] = another dose, or the depositor's remark. Unless noted, calls come from the whole dose curve; as a rule, active = well fitted curve in the direction sought with a large enough effect; inconclusive = small, poorly fitted or top-dose-only effect, or another doubt; inactive = no such curve, though single readings can be large; an effect the other way counts as inactive or inconclusive. This is a subset, so the mix of outcomes need not match the whole.

SMILES	Giardia killer	Menin MLL FP TR	KCNH2 3.1 inh	FBPA coupling cs	hERG WT inh	USP2a block	CXXC DNA block	PKM2 act	GALK inh	TRPV1 ag	B2AR arrestin
COc1ccccc1C(=O)NC(=S)Nc1ccc(Cc2ccncc2)cc1	-8	-9%	-3	0	8	3%	8%	.	-1%	26	-0.9%
CS(=O)(=O)N(CC(=O)NCc1ccco1)c1ccc(Cl)cc1Cl	-3	1%	9	0	-3	3%	-5%	.	11%	2	0.0%
CO/N=C1\CCCc2c(C(=O)NN)sc(SC)c21	20	.	-4	2	3	-1%	3%	0%	.	0	-0.5%
Cc1nc(SCC(=O)Nc2c(C)n(C)n(-c3ccccc3)c2=O)[nH]c(=O)c1Cc1ccccc1	-16	2%	8	9	-6	-2%	-8%	2%	2%	1	-0.7%
COc1cnn(-c2ccccc2)c(=O)c1SCc1ccc(Cl)c(Cl)c1	-5	5%	1	-4	0	-7%	-4%	8%	3%	12	-0.9%
CC1CCN(Cc2ccc(-c3nnn(CC(=O)NC4CCCCC4)n3)cc2)CC1	2	8%	6	3	0	3%	9%	-3%	8%	0	0.0%
Cn1ncc2c(NCc3cccc(C(F)(F)F)c3)c(C(=O)O)cnc21	.	-5%	.	0	.	1%	2%	-8%	-2%	0	0.0%
COc1ccc(/C=N\Nc2ncc(F)c(N3CCOCC3)n2)cc1OC	-5	.	-4	-2	2	1%	0%	6%	3%	13	-0.7%
Cc1ccccc1OCC(O)Cn1c(N2CCCCC2)nc2c1c(=O)[nH]c(=O)n2C (stereo not given)	-1	-17%	3	-1	-15	4%	2%	.	1%	0	0.3%
Cc1ccc(S(=O)(=O)N2CCCCC2C(=O)O)cc1 (stereo not given)	-7	2%	4	4	-11	9%	-6%	1%	-3%	-1	-0.2%
CC(=O)c1ccc(OCc2cc(C(=O)N3CC[C@@H]4CCCC[C@H]4C3)no2)cc1	18	-14%	16	-1	-3	-8%	?	4%	4%	?	3.2%
CC(C)(C)c1ccc(C(=O)NCc2nnc(SCC(=O)NCc3ccco3)o2)cc1	26	3%	?	-1	6	0%	0%	-1%	7%	2	-0.7%
CC(C)(C)c1cc(S(=O)(=O)CCc2ccccn2)cc(C(C)(C)C)c1F	-25	?	-3	-1	-5	-9%	13%	7%	0%	?	-0.2%
CCn1nc(C)c(CCC(=O)O)c1C	-8	11%	-5	1	5	1%	-1%	-3%	6%	-1	-0.3%
N#Cc1c(-c2ccc(Cl)cc2)c(C#N)c(=O)n(N)c1N	-1	10%	23	-2	3	?	-10%	-13%	-1%	-5	-0.3%
FC(F)(F)c1cccc(N2CCN(C3CC4CCC3C4)CC2)c1 (stereo not given)	3	4%	-6	-1	4	-2%	-6%	2%[11.5 µM]	0%	0	0.0%
Cc1c(/C(O)=C2\C(=O)C(=O)N(CCN(C)C)C2c2ccccc2)cnn1-c1ccccc1 (stereo not given)	-6	.	4	-1	0	-4%	6%	0%	0%	-1	-0.5%
CC1CCCN(S(=O)(=O)c2ccc(NC(=O)CN3CCCCC3)cc2)C1 (stereo not given)	3	-15%	-35	1	33	-1%	4%	-4%[11.5 µM]	-3%	8	-0.3%
CCOc1cc(C2C(C#N)=C(N)Oc3n[nH]c(CC)c32)ccc1OCCN1CCOCC1 (stereo not given)	-2	-8%	3	1	-5	1%	-6%	-5%	0%	1	-0.8%
Cc1nn(-c2ccccc2)c2c1C(c1ccc(F)cc1F)C(C#N)=C(N)O2 (stereo not given)	1	-2%	1	0	6	0%	0%	5%	-3%	0	4.8%
C=CCNC(=S)NNC(=O)c1ccco1	15	5%	19	-1	6	1%	3%	-12%	5%	1	-0.9%
N#CCN(C(=O)COC(=O)C1CC2CCCC(C1)C2=O)c1ccccc1 (stereo not given)	-2	.	4	.	-6	3%	.	.	.	6	2.3%
CCCCC(CC)Cn1c(O)c(/C=C2\C=NN=C2c2ccccc2)sc1=S (stereo not given)	15	-5%	3	-2	3	3%	-4%	3%	0%	-2	-0.1%
O=C(COc1ccc(Br)cc1CO)Nc1ccc(S(=O)(=O)N2CCCCC2)cc1	-18	.	-49	.	-12	-10%	.	.	.	4	0.3%
Cc1ccc(S(=O)(=O)c2nc(S(C)(=O)=O)sc2NCc2ccc3c(c2)OCO3)cc1	11	6%	8	-1	21	3%	12%	20%	1%	-2	-1.0%
CCOc1ccc(CCNC(=O)COC(=O)c2cc(S(=O)(=O)N3CCOCC3)ccc2F)cc1OCC	10	.	12	.	0	3%	9%	.	-1%	1	-0.1%
CN(c1ccc(OCC(=O)N2CCC(C(N)=O)CC2)cc1)S(=O)(=O)c1cccs1	4	0%	-4	1	-14	1%	1%	-5%	-1%	1	0.3%
Cc1c(C(=O)NCCN2CCOCC2)oc2ccc(Br)cc12	-6	.	-5	.	1	0%	.	.	.	?	-0.1%
N/C(COc1ccccc1)=N\NS(=O)(=O)c1ccccc1	-5	-7%	-6	0	5	0%	3%	-2%	-3%	1	0.0%
Cc1ccccc1-n1c(=S)[nH]c2nc3c(cc2c1=O)COC(C)(C)C3	-1	.	0	-2	1	0%	-7%	-11%	-1%	-2	0.4%
COc1ccc(C(=O)N2CCCC(Nc3ccc(F)cc3)C2)c(OC)c1 (stereo not given)	-2	.	-33	.	-6	3%	12%	-2%	0%	23	0.0%
Cc1ccccc1NNC(N)=S	-8	19%	10	-5	-6	2%	3%	3%	-2%	5	0.3%
CC[C@@]1(C(=O)OC)N[C@H](CN(C)S(=O)(=O)c2ccc(C(C)(C)C)cc2)[C@@H]2C(=O)N(C)C(=O)[C@@H]21	-15	.	1	.	8	-1%	.	.	.	.	-1.8%
CCOC(=O)c1c(C)n(C)c2ccc(OCC(N)=O)cc12	-27	-4%	14	-1	13	-1%	0%	-4%	-2%	0	-0.4%
CC(C)=CC(=O)Nc1ccccc1C(N)=O	-30	-1%	7	0	3	-1%	-4%	-13%	1%	0	0.1%
CC(=O)Nc1ccc(/C=N/N2C(C)CCCC2C)cc1 (stereo not given)	10	-1%	1	3	-8	9%	-25%	11%	2%	11	0.0%
c1c(CC2CCCC2)nnn1C[C@H]1CC[C@@H]([C@@H]2CC[C@H](Cn3cc(CC4CCCC4)nn3)O2)O1	4	-17%	-16	5	7	-1%	-3%	0%	.	1	-1.0%
CCOc1cc(N2CCOCC2)c(OCC)cc1NS(=O)(=O)c1ccc(Cl)s1	1	?	20	-45*	3	-4%	3%	0%	3%	-2	-0.2%
CC1CCCN(C(=O)CN2C(=O)NC3(CCCCC3C)C2=O)C1 (stereo not given)	-3	.	12	.	-3	0%	.	.	.	-4	-0.1%
O=c1n(-c2ccc(Br)cc2)cnn1-c1ncccc1[N+](=O)[O-]	-13	3%	-1	-1	5	2%	5%	-3%	-1%	-2	-1.0%
CCOC(=O)c1cnc2c(Cl)c(Cl)ccc2c1N1CCN(C)CC1	-4	-6%	-5	1	8	0%	20%	-2%	2%	28	-0.3%
Cc1cccc(N(CC(=O)O)CC(=O)O)c1	-15	4%	-6	3	15	-2%	0%	0%	1%	-1	3.6%
CCOC(=O)c1[nH]c(C)c(/C(O)=C2\C(=O)C(=O)N(CCN3CCOCC3)C2c2ccco2)c1C (stereo not given)	-23	0%	3	0	-4	1%	-1%	-6%	2%	-1	0.0%
C[C@H](CO)N1C[C@H](C)[C@@H](CN(C)C(=O)NC2CCCCC2)Oc2c(NS(=O)(=O)c3ccc(F)cc3)cccc2C1=O	10	.	-5	.	21	3%	.	.	.	.	-0.4%
Cc1ccc(NC(=O)N2CCC(O)(c3ccc(Cl)cc3)CC2)cc1	-1	5%	4	1	-2	1%	13%	-2%	3%	?	-1.1%
C/C(=N\NC(=O)CN(c1ccc(Oc2ccccc2)cc1)S(C)(=O)=O)C(C)(C)C	?	6%	5	-3	.	2%	-3%	0%	2%	2	1.1%
CC(=O)N(Cc1cc2ccccc2[nH]c1=O)c1ccc(C)cc1	8	?	28	1	-3	-1%	-8%	1%	2%	-5	0.4%
CCOC(=O)CSc1nc(CC)nc2ccccc12	0	-1%	1	0	3	1%	-4%	-1%	1%	2	0.2%
Cc1ccc(-c2cc(O)cc3sc(=O)oc23)cc1C	10	.	5	0	1	0%	-3%	2%	-4%	10	0.1%
Cc1ccc(-n2cc(CNCCCN3CCCC3=O)c(-c3ccc(F)cc3)n2)cc1	5	-20%	-7	-1	16	1%	0%	?	2%	12	0.2%
